# HTR2A ag = mouse Htr2a agonists via beta-arrestin recruitment, primary screen, cell-based, luminescence. CHO-K1 mHTR2A beta-arrestin complementation; percent of 30 µM serotonin response. activation, % at 7.6 µM. 360,000 tested, 0.66% active;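 active = activation above a run cutoff, the mean activation of all tested compounds plus 3 SD, cut at about 14% in these data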;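 also: 0% = plate median of compound wells and 100% = 30 µM serotonin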
# Target sequence (P35363 whole entry, looked up): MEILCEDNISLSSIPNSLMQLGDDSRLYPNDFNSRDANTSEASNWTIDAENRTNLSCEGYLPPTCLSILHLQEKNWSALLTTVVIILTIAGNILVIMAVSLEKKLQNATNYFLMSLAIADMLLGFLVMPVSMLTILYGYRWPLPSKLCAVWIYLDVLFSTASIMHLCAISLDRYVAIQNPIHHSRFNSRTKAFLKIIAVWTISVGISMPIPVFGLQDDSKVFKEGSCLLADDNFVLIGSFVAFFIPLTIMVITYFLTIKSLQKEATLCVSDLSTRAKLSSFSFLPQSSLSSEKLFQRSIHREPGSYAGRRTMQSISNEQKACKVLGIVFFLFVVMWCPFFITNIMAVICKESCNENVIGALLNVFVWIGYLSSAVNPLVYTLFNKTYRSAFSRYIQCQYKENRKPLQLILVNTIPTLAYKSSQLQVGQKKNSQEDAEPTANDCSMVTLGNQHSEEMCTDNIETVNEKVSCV
# MC4R barr agon = MC4R agonists recruiting beta-arrestin, primary screen, cell-based, luminescence, agonist arm of biased-ligand search | activation, % at 8.9 µM | Melanocortin receptor 4 (Homo sapiens), P32245 | 360,000 tested, 0.98% active | U2OS MC4R beta-arrestin complementation; percent of melanotan II response, DMSO zero;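 active = activation above a per-plate cutoff, the mean activation of sample wells on that plate plus 3 SD, cut at about 8% in these data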
# Target sequence (P32245 whole entry, looked up): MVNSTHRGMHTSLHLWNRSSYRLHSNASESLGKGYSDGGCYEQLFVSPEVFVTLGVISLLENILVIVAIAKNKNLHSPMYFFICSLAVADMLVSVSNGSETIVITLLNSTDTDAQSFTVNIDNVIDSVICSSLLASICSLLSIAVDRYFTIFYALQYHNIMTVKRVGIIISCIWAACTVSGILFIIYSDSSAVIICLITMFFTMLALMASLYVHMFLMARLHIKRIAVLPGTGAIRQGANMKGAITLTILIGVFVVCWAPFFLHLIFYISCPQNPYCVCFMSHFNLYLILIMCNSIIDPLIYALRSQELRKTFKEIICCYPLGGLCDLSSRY
# MC4R antag cAMP = MC4R antagonists of cAMP signaling, primary screen, cell-based, TR-FRET, antagonist arm of biased-ligand search | Melanocortin receptor 4 (Homo sapiens), P32245 | MC4R-expressing cells, MTII-stimulated cAMP, LANCE TR-FRET | inhibition, % at 6.5 µM | 360,000 tested, 0.48% active;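 active = inhibition above its plate's cutoff, the mean of tested wells on that plate plus 3 SD, cut at about 29% in these data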;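 also: 0% = Melanotan II alone and 100% = Melanotan II plus saturating MCL0020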
#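 material = U2OS cells stably expressing human melanocortin 4 receptor (MC4R) | also added = Melanotan II challenge | dosing = single nominal compound dose of 6.5 µM | detection = TR-FRET with Eu-cAMP and labeled anti-cAMP, 671 nm | replication = singlicate | timing = compound 30 min, challenge 1 h, detection 1 h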
# Vif inh = HIV Vif self-association inhibitors, primary screen, imaging, HEK293T, single point; HEK293T cells, Vif self-association by quenched fluorescence, 24 h; inhibition, % at 7.49 µM; 340,000 tested, 0.35% active; AID 602346, 2012; in the data active = inhibition above about 50%, passing the limit was not always enough; also: some results filed as inactive read as strong as hits
# ABCB6 inh MLPCN = ABCB6 transporter inhibitors, primary screen, K562-ABCB6 cells, flow cytometry, MLPCN library | K562-ABCB6 porphyrin accumulation, 1 h; stronger effect = lower value | fluorescence ratio to DMSO, % at 10 µM | 360,000 tested, 0.19% active;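 active = fluorescence ratio to DMSO below 75%, the collection mean minus 3 SD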;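 also: signal is porphyrin accumulated inside mitochondria; 100% equals median channel fluorescence of DMSO control wells; lower ratio means ABCB6 inhibition with less porphyrin fluorescence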
# Cardio protect = cardioprotection against H2O2-induced cell death, primary screen, uHTS, H9c2 cells, ATPLite luminescence; H9c2 cardiomyocytes, H2O2 injury protection, 2 h; protection from H2O2 cell death, % at 20 µM; 360,000 tested, 0.63% active; AID 588492, 2011;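 active = compounds giving at least 50% protection of heart cells from peroxide-induced death in the single-dose screen, raw or plate-pattern-corrected value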;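 also: 0% = DMSO wells with peroxide and 100% = DMSO wells without peroxide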
# PDI turbidity = inhibitors of human PDI, primary screen, biochemical, turbidity, single point, plate reader. PDI insulin aggregation turbidity, A650, 90 min. inhibition, % at 10 µM. 350,000 tested, 0.052% active. AID 588391, 2011;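 active = mean inhibition across replicates of 30% or more, whatever share of single replicates reach that level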;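 also: absorbance from insulin aggregation driven by PDI reduction with DTT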
# aDG glyco act = activators of alpha-DG glycosylation, primary screen, uHTS, Pro5-aDG cells, AlphaScreen. 360,000 tested, 0.22% active. alpha-DG glycosylation AlphaScreen (IIH6); 0% Pro5, 100% B10-LARGE cell signal. activation, % at 10 µM. AID 624168, 2012;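 active = activation of at least 8% versus controls, or a plate z-score of at least 8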;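 also: Pro5 are CHO cells carrying HIG-tagged alpha-DG that lacks glycosylation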
# CaV13 ICDI inh = Primary screen for inhibitors of IQ motif and Ca2+-dependent inactivation inhibitor domain binding in CACNA1D, Förster resonance energy transfer in living cells, …; inhibition, % at 12.3 µM; 340,000 tested, 0.098% active; HEK cells, CFP/YFP FRET ICDI-IQ, plate reader, 10 min; percent FRET-ratio fall versus neutral wells;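 active = mean replicate inhibition of at least 30% and at least 1% of replicates passing that level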;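 also: 0% = median of the neutral control wells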
# N-glyco inh = increase of ERlucT glycosylation luciferase signal, primary screen, N-linked glycosylation inhibitor project, D54 ERlucT cells, luminescence, set 2. reporter increase, % at 12.5 µM. 360,000 tested, 0.23% active. D54 ERlucT glycosylation luciferase reporter, 24 h; percent of 100 nM tunicamycin response;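 active = mean luciferase reporter signal, scaled so untreated is 0 and the glycosylation-blocking control 100, at or above a set limit in every replicate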;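 also: luciferase carries N-glycosylation sites so blocking glycosylation raises the light; 0% = median of neutral control wells and 100% = median of 100 nM tunicamycin wells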
# * marks the source's active call; other numbers are inactive results; · = no result given.
SMILES,HTR2A ag,MC4R barr agon,MC4R antag cAMP,Vif inh,ABCB6 inh MLPCN,Cardio protect,PDI turbidity,aDG glyco act,CaV13 ICDI inh,N-glyco inh
CCC(=O)Nc1ccc(F)c(Cl)c1,3,-0.1,1,1,100,0,-4,0.0,-5,-1
COc1ccc(-c2noc(CCC(=O)N3CCN(c4cccc(F)c4)CC3)n2)cc1,2,-0.9,-2,3,97,5,-10,-0.1,-5,0
CCOc1ccc(NS(=O)(=O)c2ccc(C(=O)NCCCN3CCCC3=O)cc2)cc1,3,-3.5,6,·,92,28,-6,-0.2,·,-3
Cc1cccc(NS(=O)(=O)c2ccc(C)c(C(=O)NCc3cccnc3)c2)c1,1,1.0,8,5,98,-4,-5,0.2,-6,-1
O=C(CCCn1c(SCc2cc(=O)n3cc(Cl)ccc3n2)nc2ccccc2c1=O)NCC1CCCO1 (stereo unspecified),-1,-0.2,22,1,98,17,-2,-0.4,-16,-1
CCOC(=O)C(NC(C)=O)(NS(=O)(=O)c1ccccc1)C(F)(F)F (stereo unspecified),1,-2.2,0,-8,103,6,-11,-0.4,-5,1
C=CCOc1ccccc1CNc1ccccc1C,4,-0.2,14,-3,101,-6,9,0.0,-7,0
CCOc1ccccc1C(=O)Nc1ccc(S(=O)(=O)N2CCN(C)CC2)cc1,-1,0.1,18,0,96,-4,-1,0.1,2,0
COC(=O)c1nn(-c2ccccc2)c(Sc2ccc(Cl)cc2)c1/C=N/O,6,1.5,5,0,94,-8,2,0.0,-6,-2
Cc1oc2ccc(OC(C(=O)O)c3ccccc3)cc2c1C(=O)O (stereo unspecified),0,-1.8,7,-7,98,0,-6,-0.1,-4,2
Cc1ccc(-c2cnc(SCCNC(=O)c3ccco3)[nH]2)cc1,5,1.8,1,-12,105,8,8,1.0,-4,-1
CN(CC(O)COc1ccc(OCC(O)CN(C)C2CCCCC2)cc1)C1CCCCC1 (stereo unspecified),11,-0.5,0,8,104,4,-4,0.3,·,-5
O=C(Nc1ccccn1)c1ccccc1,4,-0.6,6,-5,81,2,7,-0.3,-18,-1
CC(C)(C)n1nnnc1C(c1ccccc1)N1CCN(C(=O)c2ccco2)CC1 (stereo unspecified),1,·,·,·,97,·,·,0.1,-6,·
O=C(NC1CCCC1)C1c2ccccc2OCC(=O)N1Cc1ccco1 (stereo unspecified),0,·,·,·,88,·,·,0.0,-2,·
Cc1cc(C)nc(SCC(=O)Nc2ccc(S(=O)(=O)Nc3onc(C)c3C)cc2)n1,7,0.4,-4,12,100,4,-4,-0.1,80*,2
COc1ccc(-c2cc(C(=O)N3CCN(c4ncccn4)CC3)c3ccccc3n2)cc1OC,11,-2.9,13,-1,97,28,2,-0.6,-3,-3
c1ccc2nc(-c3nccs3)ccc2c1,4,-0.8,3,1,99,-12,-3,0.1,3,1
O=C(CCC(=O)N1CCOc2ccccc21)NC1CCN(Cc2ccccc2)CC1,-3,2.9,-3,-4,100,10,·,0.0,11,-1
CCCCNc1c(-c2ccc(SC(C)CC)cc2)nc2ccc(Cl)cn12 (stereo unspecified),-2,·,·,·,99,·,·,0.1,-6,·
CCOC(=O)[C@]12CCC=C1N(Cc1ccccc1)C(=O)[C@H](CC(=O)NCc1ccc(OC)c(OC)c1)C2,1,·,·,·,99,·,·,-0.2,-8,·
Cc1cccc(CN2C(=O)CSc3ccc(C(=O)NC4CC4)cc32)c1,-1,-2.1,6,2,101,3,0,-0.2,-7,-2
COc1cc(C(=O)OCc2csc(CC(=O)Nc3ccccc3C)n2)ccc1OCC(C)C,-4,-0.5,12,0,99,-3,7,0.6,-7,-3
OC1(c2ccc(Cl)cc2)CN(c2ccccc2)C2=[N+]1CCS2 (stereo unspecified),-2,-1.7,5,6,94,-3,-2,-0.1,-5,-4
CCOC(=O)CC1C(=O)NCCN1c1nc2ccc(C)cn2c(=O)c1/C=C1\SC(=S)N(CC(C)C)C1=O (stereo unspecified),5,0.0,21,·,870,2,-5,-0.2,·,-4
COc1cccc(CN2CC(C(=O)NC3(c4ccccc4)CC3)CCC2=O)c1 (stereo unspecified),5,-5.7,7,5,101,0,4,0.1,·,1
COc1ccc(-c2nnc(-c3cc(OC)c(OC)c(OC)c3)o2)cc1OC,1,-0.8,3,·,95,58*,6,-0.3,·,-2
Cc1noc(C)c1NC(=O)Nc1cccc2c1O[C@H](CN(C)C(=O)Nc1ccc3c(c1)OCO3)[C@@H](C)CN([C@H](C)CO)C2=O,2,-2.5,4,-1,97,10,2,4.6,-3,1
CCOC(=O)c1ccc(S(=O)(=O)n2c(=O)oc3ccccc32)cc1,-7,-1.1,2,-19,100,-14,-4,0.1,-5,-1
O=C1CCCC2=C1C(c1ccc(Cl)cc1)N1C(=O)CCSC1=N2 (stereo unspecified),0,-1.3,10,-3,92,4,9,-0.1,-4,2
COc1ccc(N2C[C@H](CSC)[C@@H](CC(=O)Nc3ccccc3)C2=O)cc1,10,0.6,-5,13,96,2,7,0.0,-5,1
Cc1ccc(C)c(Cn2c(=O)n(CCCC(=O)NCc3ccco3)c(=O)c3sccc32)c1,1,-1.8,-8,·,97,6,-1,0.4,·,1
Cc1ccc2c(c1)c1ccc3c(c1n2C)C(=O)C=CC3=O,-2,3.7,21,3,100,-16,-2,-0.2,-22,31*
Cc1cc(OCc2cc(C(=O)NC(C)c3cnn(C)c3)no2)cc(C)c1Cl (stereo unspecified),-4,-0.5,-14,·,95,-12,0,0.3,-12,-4
Cc1cc(Cl)ccc1Oc1ncnc2onc(C)c12,-2,-4.3,7,9,92,-10,-1,0.6,·,0
O=C(O)c1cccc(OCCN2CCCC2=O)c1,1,-0.1,16,-4,101,-3,-5,0.0,4,0
CCN(CC(=O)Nc1c(F)cccc1F)C(=O)CC1CCCCC1,-4,-0.7,3,-3,98,3,2,-0.2,-4,0
O=C(Nc1ccc(N2CCOCC2)cc1)c1cnsn1,0,-0.1,7,·,99,-28,7,-0.1,·,-19
Cc1ccc(S(=O)(=O)N2CCC(=O)N(CCOCc3cccc(C(F)(F)F)c3)CC2)cc1,-3,-0.1,8,-3,98,-5,2,0.5,-4,-1
COc1ccc(S(=O)(=O)NCCSCc2ccco2)cc1Cl,-3,1.6,-8,-6,95,8,-20,0.1,-1,3
CCN(CC)C(=O)C1=C(C)Nc2nc3ccccc3n2C1c1cccc(OC)c1 (stereo unspecified),13,-1.2,0,8,93,-2,1,0.2,-8,-2
CCOc1ccc2nc(SCC(=O)Nc3ccc4c(c3)OCCO4)[nH]c2c1,-1,-1.8,8,-8,86,6,-9,-0.3,-3,-1
NC(Cc1ccc(C(F)(F)F)cc1)c1csc(Nc2nccc(C(F)(F)F)n2)n1 (stereo unspecified),8,15*,4,1,95,-10,11,0.5,-9,-2
NS(=O)(=O)c1ccc(NC(=S)Nc2ccc(Br)c(Cl)c2)cc1,2,-1.4,10,34,109,-25,-10,-0.1,-5,0
COc1cc(S(=O)(=O)N2CCOCC2)ccc1NC(=O)c1cc2c(s1)CCC2,-6,-3.0,1,-11,91,12,15,-0.2,·,3

# Complete entries as entered above.
# `Cc1ccc(C)c(Cn2c(=O)n(CCCC(=O)NCc3ccco3)c(=O)c3sccc32)c1` reads HTR2A ag: 1; MC4R barr agon: -1.8; MC4R antag cAMP: -8; Vif inh: ·; ABCB6 inh MLPCN: 97; Cardio protect: 6; PDI turbidity: -1; aDG glyco act: 0.4; CaV13 ICDI inh: ·; N-glyco inh: 1
# `Cc1cc(Cl)ccc1Oc1ncnc2onc(C)c12` reads HTR2A ag: -2; MC4R barr agon: -4.3; MC4R antag cAMP: 7; Vif inh: 9; ABCB6 inh MLPCN: 92; Cardio protect: -10; PDI turbidity: -1; aDG glyco act: 0.6; CaV13 ICDI inh: ·; N-glyco inh: 0

# (further entries)
SMILES,HTR2A ag,MC4R barr agon,MC4R antag cAMP,Vif inh,ABCB6 inh MLPCN,Cardio protect,PDI turbidity,aDG glyco act,CaV13 ICDI inh,N-glyco inh
Cn1nnc(NC(=O)c2ccco2)n1,2,-2.2,5,-4,95,0,3,-0.3,-4,2
O=C(CCSc1ccccn1)Nc1ccc(Br)cc1,-1,2.5,0,15,99,-4,5,-0.2,-6,1
Cc1c(C)n(C(=O)CSc2nc3ccccc3[nH]2)c2ccccc12,4,4.8,0,0,98,3,-16,0.0,-5,3
COc1ccc(C2c3[nH]c4ccccc4c3C[C@H]3C(=O)N(c4ccccc4C(=O)N4CCC[C@H]4C(=O)O)C(=O)N23)cc1 (stereo partly specified),2,-0.8,1,-14,99,2,·,-0.4,·,3
COc1ccc(NC(=S)Nc2cccc(C)n2)cc1,7,4.1,16,5,98,3,6,0.0,-5,-3
COCCNc1nnc(SCC(=O)NC(=O)c2ccccc2OC)s1,4,-0.9,5,-7,93,17,7,0.1,·,-1
C=CCNC(=S)Nc1cccc(NC(=S)NCC=C)c1,-5,-3.0,13,-2,106,-1,4,-0.2,-3,-1
Cc1cccnc1NCc1ccc(O)c2ncccc12,-5,-2.5,-2,7,97,33,3,2.9,·,0
Cc1cc(C)nc(-n2nc(C)c3c(C(=O)O)cc(-c4cccc(Br)c4)nc32)n1,-1,0.9,-6,-5,97,0,3,0.1,-2,2
Cc1ccc(Cn2ncc3c(NN)ncnc32)cc1,-3,2.0,3,-11,98,4,7,0.0,-4,-1
C=CCSc1nnc(NC(=O)Cc2ccc(OC)c(OC)c2)s1,-1,-1.1,9,1,97,-4,-6,-0.5,-5,0
CC(C)=CC(=O)OCc1cc([N+](=O)[O-])cc2c1OCOC2,3,3.0,2,0,98,5,1,-0.1,-7,-3
COc1ccc(C(=O)N(C)CC(=O)Nc2cccc(F)c2)cc1S(=O)(=O)NC1CCCC1,-7,-0.5,-7,-2,100,-2,-2,0.0,-12,1
COc1ccc(C(=O)Nc2cccc(C(=O)NCc3ccccc3)c2)cc1,-5,-1.9,3,1,101,-1,-2,1.2,-4,-3
COc1cc2c(cc1OC)/C(=C/C(=O)c1ccc(F)cc1)NCC2,-2,-0.6,6,-10,104,8,-10,0.0,-3,-1
Cc1cccc(OCCn2c(=S)[nH]c3ccccc32)c1,-5,0.2,-10,11,93,-7,-3,-0.1,·,0
Cc1ccc(-c2nn(-c3ccccc3)cc2/C=C/C(=O)Nc2cccc(S(N)(=O)=O)c2)cc1,9,-1.2,15,-4,100,8,-1,2.2,-2,9
COc1ccc(CCNC(=O)Cn2cnc3c(cnn3C(C)(C)C)c2=O)cc1OC,9,0.2,4,3,101,-2,-3,0.1,-5,3
Cc1ccc(C2(c3noc(CN4CCC(c5ccncc5)CC4)n3)CCCC2)cc1,-1,-0.5,23,-6,91,-10,13,6.0*,-19,-7

# Screens: PubChem BioAssay, several laboratories
